# Screening results: PubChem BioAssay, several laboratories
# DAX1 inh-1 = inhibitors of human orphan nuclear receptor DAX1 (NR0B1); hit rate 0.99% among 340,000; P51843; inhibition, % at 6.75 µM; HEK293 Gal4-DAX1 luciferase reporter, luminescence; AID 504766;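 active = inhibition above the mean over all tested compounds plus 3 SD, cut at about 4.2% in these data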;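 also: 0% = DAX1-transfected cells with DMSO and 100% = empty-vector control cells with DMSO; inhibition shows as a rise in luminescence from relieved DAX1 repression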
# Target sequence (P51843 207-470 limits assumed): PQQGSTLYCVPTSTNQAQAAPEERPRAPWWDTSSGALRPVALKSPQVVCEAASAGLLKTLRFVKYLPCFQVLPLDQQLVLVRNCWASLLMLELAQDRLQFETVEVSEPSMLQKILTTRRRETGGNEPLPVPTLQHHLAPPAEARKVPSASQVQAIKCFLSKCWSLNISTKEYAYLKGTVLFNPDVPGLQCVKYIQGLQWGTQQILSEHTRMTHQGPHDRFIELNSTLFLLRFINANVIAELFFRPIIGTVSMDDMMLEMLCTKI
# FXN GAA850 act = activators of GAA850 frataxin (FXN) promoter. HEK293 lucGAA850 FXN promoter luciferase reporter, 24 h; percent of 10 µM SAHA response. activation, % at 6 µM. hit rate 0.56% among 360,000. AID 540364;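 active = activation above the average of all compounds screened plus 3 SD, cutoff fixed separately per campaign, cut at about 7.5% in these data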;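 also: 0% = DMSO wells and 100% = 10 µM SAHA wells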
# NPR2 activator = GC-B (human) receptor activation; P20594; HEK293-GC-B cells, CNP EC30, cGMP TR-FRET; 0% at EC30 CNP, 100% saturating CNP; activation, % at 10 µM; hit rate 0.11% among 370,000;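 active = activation at 10 µM reaching about 35% in either raw or pattern-adjusted values, limit read from the data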
# ssDAF-12 act = activates DAF-12 receptor from parasite S. stercoralis. HEK293 ssDAF-12/GRIP1 lit1-tk-luc reporter, luminescence; % of 3 µM dafachronic acid response. hit rate 1% among 370,000. activation, % at 6.8 µM. AID 652126;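 active = activation above the mean over all tested compounds plus 3 SD, cut at about 0.9% in these data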;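 also: 0% = DMSO-only wells and 100% = 3 µM delta7-dafachronic acid wells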
# DAX1 inh-2 = blocks DAX1 repression of SF-1 activated StAR promoter; HEK293T StAR-luciferase reporter, SF-1/DAX-1 repression relief; inhibition, % at 6.8 µM; hit rate 1.1% among 370,000; AID 652010;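 active = inhibition above the mean over all tested compounds plus 3 SD, cut at about 3.6% in these data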;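 also: 0% = DAX-1 cells with DMSO and 100% = cells lacking DAX-1 with DMSO; higher inhibition means more luminescence from relief of DAX-1 repression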
# hgDAF12 agonist = activates the H. glycines DAF-12 receptor ligand-binding domain; HEK293 GAL4-hgDAF12 UAS-luciferase reporter, agonist luminescence; normalized to butyrate control; activation, % at 6.8 µM; hit rate 1.8% among 370,000; AID 687014;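 active = activation above a cutoff set at the mean of all screened compounds plus 3 SD, cut at about 10% in these data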;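 also: 0% = DMSO wells and 100% = sodium butyrate wells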
# sPLA2-III inh = Inhibits HGIII-sPLA2 liposome hydrolysis, primary screen; inhibition, % at 12.2 µM; QFRET BODIPY PC-A2 liposome hydrolysis, fluorescence; AID 743126; hit rate 0.56% among 370,000;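 active = inhibition above mean plus 3 SD of compounds lying within the high and low control bounds, cut at about 19% in these data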;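 also: 0% = median of test compound wells and 100% = no enzyme DMSO wells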
# Target sequence (Q9NZ20 whole entry, looked up): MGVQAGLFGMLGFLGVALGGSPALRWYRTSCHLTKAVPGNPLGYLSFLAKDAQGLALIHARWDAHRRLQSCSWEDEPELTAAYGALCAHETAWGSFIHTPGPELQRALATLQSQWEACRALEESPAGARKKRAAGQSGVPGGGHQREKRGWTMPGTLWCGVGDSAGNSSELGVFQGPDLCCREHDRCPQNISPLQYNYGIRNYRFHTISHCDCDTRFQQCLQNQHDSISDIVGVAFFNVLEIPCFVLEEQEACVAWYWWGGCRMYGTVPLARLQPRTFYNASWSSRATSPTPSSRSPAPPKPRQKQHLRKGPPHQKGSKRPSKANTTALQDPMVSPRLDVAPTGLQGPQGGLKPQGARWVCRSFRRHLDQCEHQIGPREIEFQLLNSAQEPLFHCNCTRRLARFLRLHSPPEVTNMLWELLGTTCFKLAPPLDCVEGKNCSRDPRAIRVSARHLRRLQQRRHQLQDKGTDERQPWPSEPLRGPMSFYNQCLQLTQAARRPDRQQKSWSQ
# proKLK7 act = activates the human kallikrein-7 zymogen; P49862; purified proKLK7, EDANS-DABCYL substrate fluorescence; 100% is mature enzyme control, 0% vehicle; activation, % at 7 µM; hit rate 0.9% among 370,000; AID 652039;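 active = activation above the mean of all tested compounds plus 3 SD, computed per campaign excluding outliers beyond control limits, cut at about 13% in these data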
# Target sequence (P49862 whole entry, looked up): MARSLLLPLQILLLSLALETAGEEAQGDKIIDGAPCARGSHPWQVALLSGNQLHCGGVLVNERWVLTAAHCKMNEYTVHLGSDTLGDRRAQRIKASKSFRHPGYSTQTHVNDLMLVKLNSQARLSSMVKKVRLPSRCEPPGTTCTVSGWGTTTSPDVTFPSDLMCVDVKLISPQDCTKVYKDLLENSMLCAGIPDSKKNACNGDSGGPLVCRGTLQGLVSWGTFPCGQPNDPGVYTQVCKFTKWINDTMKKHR
# hcDAF12 agonist = activators of H. contortus DAF-12 nuclear receptor | HEK293 hcDAF-12 lit1-tk-luc reporter, luminescence; 0% DMSO, 100% Δ7-dafachronic acid | activation, % at 6.8 µM | hit rate 1.4% among 370,000;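 active = activation above the mean of all tested compounds plus 3 SD, cut at about 5.5% in these data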;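 also: 100% = response to 3 µM Δ7-dafachronic acid high control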
# SMARCA2 activ = activators of SMARCA2 function. activation, % at 9.1 µM. AID 652017. MG213 cells, MMTV-luciferase reporter, dexamethasone, overnight. hit rate 1% among 370,000; in the data active = activation above about 7.8%;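 also: 0% = vehicle wells and 100% = reference activator wells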
# NPR1 activator = GC-A (human) enzyme activation; hit rate 0.14% among 370,000; P16066; activation, % at 10 µM; HEK293 GC-A cells, cGMP TR-FRET, EC30 ANP; 0% at EC30 ANP, 100% saturating ANP; AID 1671463; in the data active = activation above about 40%
# Active calls of the source: *; nt = not tested or not shown.
SMILES,DAX1 inh-1,FXN GAA850 act,NPR2 activator,ssDAF-12 act,DAX1 inh-2,hgDAF12 agonist,sPLA2-III inh,proKLK7 act,hcDAF12 agonist,SMARCA2 activ,NPR1 activator
O=C(Oc1cc2oc(=O)c3c(c2cc1Cl)CCCC3)c1ccco1,4.7*,-1.1,1.6,-1.2,-0.2,3.1,-4.4,55.1*,-0.1,-0.4,6.0
CCc1ccc2[nH]c(=O)c(CN(CCN(C)C)C(=O)Nc3ccccc3OC)cc2c1,1.0,-0.5,-1.4,-1.4,0.0,0.5,-4.3,0.4,-0.1,0.0,-0.1
Cc1csc2ncc(C(=O)Nc3ccc(C(F)(F)F)cc3)c(=O)n12,2.9,0.0,-5.6,-0.2,-0.3,-0.6,5.5,-0.8,3.5,1.8,6.1
CSc1ccc(CN(C)C(=O)CNC(=O)c2sc3ccccc3c2Cl)cc1,-0.4,0.3,-1.2,-0.8,-0.3,-0.1,-2.8,-0.1,2.7,-1.4,-1.0
NS(=O)(=O)c1ccc(NC(=O)COC(=O)CCC2CCCCC2)cc1,1.3,-1.9,-2.8,-1.1,-0.1,1.9,-25.7,-0.1,1.1,-0.7,-0.3
CCOc1ccc(-n2c(=O)cc(N3CCN(c4ccccc4)CC3)[nH]c2=O)cc1,0.8,0.9,2.3,-1.8,-0.2,-2.2,8.3,-0.4,-0.3,-2.2,2.2
COc1ccc(Cc2c(C3CCCCC3)nc3ccc(Br)cn23)c(C)c1,nt,nt,1.8,-0.5,1.0,-0.8,5.7,0.5,0.6,-0.2,3.4
COc1cccc(-c2nc(CS(=O)(=O)CC(=O)NCCc3ccccc3)c(C)o2)c1,-0.1,1.6,-3.9,-1.5,-0.5,0.8,-6.6,0.4,0.1,-2.4,-8.1
O=C(CSc1nnc2sc3ccccc3n12)NCc1ccco1,1.7,1.0,-2.8,-1.6,0.0,4.3,8.2,0.0,-0.4,3.8,-0.4
O=C(NCCCN1CCOCC1)c1nn2c(C(F)(F)F)cc(-c3ccco3)nc2c1Cl,1.1,1.3,8.1,-0.6,-0.1,-3.0,1.4,0.8,-0.5,-0.7,5.3
COc1ccc(-c2csc(NC(=O)CS(=O)(=O)c3ccccc3)n2)c(OC)c1,0.6,-2.3,0.1,-1.0,-0.7,-1.1,-33.5,0.9,-0.2,-1.8,-2.7
CCOC(=O)c1c(-c2ccc(OC)cc2)csc1NC(=O)CSc1nnc(C)c(=O)[nH]1,0.1,-0.4,-0.4,-1.5,0.0,-1.4,-14.3,0.3,-1.8,-2.2,-0.1
COc1ccc(C(=O)Nc2cc(C)cc(C)c2)cc1S(=O)(=O)N1CCOCC1,-0.7,-1.7,3.3,-1.0,-0.3,-0.1,-2.1,-0.6,-1.0,-1.9,2.6
CC(C)C[C@H]1CN([C@@H](Cc2ccc(O)cc2)CN2CCCC2CN2C(=S)NC[C@@H]2Cc2ccccc2)C(=S)N1CC1CCCCC1 (stereo partly specified),nt,nt,-0.7,-0.9,-1.4,-0.1,-14.5,0.1,1.3,8.0*,3.1
O=C(COc1ccc(Cl)cc1Br)NCC(c1ccco1)N1CCCC1 (stereo unspecified),0.0,0.1,-7.0,-2.0,-1.2,-1.7,-5.7,0.4,1.3,-2.0,-2.7
C/C=C/C=N/Nc1nc(C)cc(=O)[nH]1,0.2,-1.2,1.2,-0.9,0.6,-2.0,11.2,0.0,-1.0,-0.5,-1.2
N#Cc1cnc(NOCc2ccc(Cl)cc2)nc1,-0.5,1.5,-1.1,-0.5,0.7,1.2,0.6,0.3,-1.3,3.0,-2.3
CCN(CC)CCCNC(=O)C(C)n1nc(C)c2sc3ccccc3c2c1=O (stereo unspecified),1.2,-1.7,-5.8,-1.0,-0.7,-0.6,7.3,-0.9,-1.9,-2.7,-4.0
Cc1ccc(Nc2nc(CSc3n[nH]c(N)n3)cs2)cc1,-0.2,4.3,0.0,0.8,2.3,12.0*,-4.3,-0.4,4.6,1.7,5.3
Cc1[nH]c2ccc(-c3nnc(SCC(=O)c4ccccc4F)o3)cc2c1C,-1.1,-4.8,3.9,-1.8,-1.1,-1.9,-30.6,0.2,-3.0,-0.3,4.8
O=C(Nc1ccc(NC(=S)NC(=O)c2ccccc2Cl)cc1)c1cccc(Cl)c1,1.4,-1.9,2.8,-1.9,-0.7,-1.4,1.9,0.0,-1.2,0.4,-1.3
O=C(CCNS(=O)(=O)c1cccc2nonc12)N1CCN(c2cccc(Cl)c2)CC1,-0.9,0.4,-1.0,-1.1,-0.4,-3.4,-16.4,0.2,-0.9,0.9,-2.9
O=C(CCN1C(=O)c2ccccc2C1=O)NC1=NCCS1,-1.5,0.4,4.5,-1.0,-0.1,-0.1,-0.5,0.9,0.9,-2.6,-2.2
O=C(c1ccco1)N1CCN(C(=O)c2cnn3c(C(F)(F)F)cc(-c4cccs4)nc23)CC1,-1.3,-0.7,4.2,-1.2,-0.7,-2.9,6.4,25.0*,-2.9,-2.2,6.8
O=C(CNc1ccccc1)c1ccc([N+](=O)[O-])cc1,-0.5,3.4,-0.6,-1.0,-0.1,0.1,2.3,-0.7,0.1,5.0,2.2

# The results go on.
SMILES,DAX1 inh-1,FXN GAA850 act,NPR2 activator,ssDAF-12 act,DAX1 inh-2,hgDAF12 agonist,sPLA2-III inh,proKLK7 act,hcDAF12 agonist,SMARCA2 activ,NPR1 activator
OCC1CCCC(n2cnc3c(=S)nc[nH]c32)O1 (stereo unspecified),-0.3,1.0,-5.4,-1.4,0.4,3.7,2.3,-0.8,-0.9,-2.4,0.3
CCOC(=O)C1CCCN(C(=O)C2CCCN(S(C)(=O)=O)C2)C1 (stereo unspecified),-0.6,1.3,1.0,-0.7,-0.3,0.6,6.2,-0.1,1.1,-2.1,0.5
COC(=O)c1sccc1NC(=O)/C=C\c1ccc(Cl)cc1Cl,2.2,-1.1,-10.8,-1.2,0.1,3.8,1.9,0.0,-1.7,1.8,-4.9
COc1ccccc1CNc1n[nH]c(NCc2ccccc2OC)n1,-0.6,-0.1,-2.7,-1.2,-0.3,-4.4,-4.1,0.4,-0.9,-0.9,0.6
COc1cc2c(cc1OC)CN(C(=O)c1ccc(Br)o1)CC2,3.1,3.2,-8.2,-0.9,-0.4,-0.4,-3.8,1.2,-1.7,3.5,2.8
C/C(=N\NC(=O)COc1ccc([N+](=O)[O-])cc1)C(C)(C)C,-0.1,0.6,2.0,-1.6,0.1,0.3,3.0,-0.2,1.4,-4.7,3.5
O=C(NCC1CCCO1)c1cccc(-n2cnnn2)c1 (stereo unspecified),-0.6,-2.5,9.3,-1.1,-1.2,0.0,5.8,0.3,-3.2,3.3,0.5
Cc1ccccc1N1CCN(CC(=O)Nc2nccs2)CC1,0.4,0.2,2.1,-1.3,-0.3,-2.5,6.5,-0.3,-1.5,-1.7,1.9
COc1ccc(Sc2nnc(-c3ccccc3)cc2C#N)cc1,-0.2,3.0,-4.6,-1.0,-0.4,0.1,5.2,0.6,-1.1,-1.3,-8.3
COc1ccc(S(=O)(=O)Nc2ccc3c(c2)C(=O)N([C@H](C)CO)C[C@H](C)[C@@H](CN(C)S(=O)(=O)c2cccs2)O3)cc1,2.7,-0.6,-2.4,-0.9,-0.5,-2.1,-18.0,0.3,-0.4,-0.6,0.1
Cc1ccc(OCCSc2nc3ncnc(N)c3[nH]2)cc1,4.3*,4.3,1.9,-1.6,1.3,0.1,-10.6,-0.2,-1.3,-2.8,-2.0
CCCCn1c(N)c(Br)c(=O)[nH]c1=O,-1.5,3.3,-1.9,-1.4,0.1,4.4,16.6,-0.3,-0.2,-3.9,0.6
Cc1c(CCOC(=O)c2ccc(N3CCOCC3)c([N+](=O)[O-])c2)sc[n+]1CC#N,-0.1,4.8,-1.1,-0.7,-0.3,0.1,9.8,0.6,-0.1,1.7,6.4
CSc1cccc(NC(=O)c2cnn3ccccc23)c1,1.6,4.8,-0.4,1.7*,2.3,17.6*,-5.5,-0.6,4.8,4.7,-1.7
CCC(NC(=O)c1ccccc1NC(=O)c1ccco1)C(=O)NNC(=O)c1ccc(OC)cc1 (stereo unspecified),-0.4,2.4,3.7,-1.8,-0.1,-1.9,-8.2,2.3,-1.1,-1.0,-1.8
O=C(COc1ccc(F)cc1)N(Cc1cccs1)C1CCS(=O)(=O)C1 (stereo unspecified),-0.2,0.2,1.4,-0.7,0.1,-1.7,-2.9,0.4,4.6,0.6,-0.8
O=C(O)c1ccc(/C=N/NC(=S)NCc2ccccc2)cc1,0.2,0.0,0.4,-0.1,0.5,-1.8,0.7,-0.1,-0.5,-2.8,3.6
CCCCN(CC)Cc1c(C)[nH]c2c(ccc3ccccc32)c1=O,-0.5,1.3,8.9,-0.7,-0.1,-3.2,9.0,-0.6,-0.4,-3.9,7.9
CC(C)(C)NC(=O)CN(Cc1ccco1)C(=O)CCC(=O)Nc1nccs1,-1.3,2.7,1.5,-1.1,-0.1,-2.0,1.4,-0.7,-0.3,-1.6,1.1
CC(=O)Nc1ccc(S(=O)(=O)N2C(C)CCCC2C)cc1 (stereo unspecified),0.2,1.6,-0.7,-0.9,0.9,-0.5,2.3,-0.4,-0.6,-1.3,5.5
O=C(OCC#CCSc1nnc(-c2ccc(Br)cc2)o1)c1cccs1,0.1,0.9,3.2,1.0*,0.1,1.2,-7.3,1.2,1.4,-0.3,2.8
CC1CCc2c(sc(NC(=O)COC(=O)C3CCCO3)c2C#N)C1 (stereo unspecified),0.9,2.2,-1.2,-0.8,0.3,2.6,6.0,0.4,0.0,-2.8,5.5
COc1ccc(Cn2c(-c3ccc(C)cc3)c[n+]3ccccc23)cc1,-4.6,-0.8,3.3,-2.6,-2.9,-10.0,-4.2,-0.2,-5.5,-4.0,5.7
Cc1cc2oc(=O)cc(CN3CCN(C/C=C/c4ccccc4)CC3)c2cc1O,-0.7,-2.7,-8.8,-1.1,-1.3,-4.2,-27.5,0.7,-2.4,-5.1,-4.5
Cc1ccc(/C=C/C(=O)N2CCN(S(=O)(=O)c3c(C)c(C)cc(C)c3C)CC2)o1,-2.1,3.4,7.3,-1.4,-0.1,-0.6,-11.4,0.1,-2.3,-2.7,0.4
Cc1c(Br)c([N+](=O)[O-])nn1CC(=O)N1CCCc2ccccc21,-0.7,-0.1,2.6,-0.7,0.2,0.4,0.0,0.1,-0.3,2.6,3.4
O=P(O)(CCCP(=O)(O)CCc1ccccc1)CCc1ccccc1,2.4,-0.8,5.1,-1.8,-0.5,-0.8,-0.1,-0.1,-0.5,0.4,1.3
CN(C/C=C/C#CC(C)(C)C)Cc1cccc2ccccc12,-0.5,2.0,-3.5,-1.4,-0.7,0.7,7.5,0.1,-1.2,-0.8,-1.6
COC(=O)c1[nH]c2ccc(C)cc2c1NC(=O)CN1CCCC(C)(C)C1,1.1,1.8,-9.9,-1.4,0.1,0.6,0.2,0.1,-0.3,3.6,-6.3
